Screens: PubChem BioAssay, National Center for Advancing Translational Sciences (NCATS)
TGFb inhibitor: blocks TGF-b signaling; HepG2 CAGA-GFP TGF-b/SMAD3 reporter, GFP fluorescence, 18 h; TGF-beta stimulated, 500 pg/mL final; Potency, µM (titrated, usually from 46.1 µM), for inactives: at the highest dose activity, negative = inhibition, actives largely listed as inhibitors; 1.2% of 410,000 active; further: potency means the concentration at half of the fitted maximal effect; on the % scale 0 is the no-effect control and ±100 the full control effect; nearly all actives have a fitted effect of over 65% in size
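Cell-based qHTS in HEPG2 carrying a CAGA-GFP Smad reporter; compounds added before 500 pg/mL final TGF-beta, 18 h incubation at 37 degrees C, GFP fluorescence quantified per cell by imaging cytometry.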
A549 tox: counter-screen for Nrf2 inhibitors: cytotoxicity in A549 cells | Potency, µM (top dose mostly 46 µM), without a hit: at the top dose activity change, negative = cytotoxicity, most hits filed as inhibitors | 0.16% of 390,000 active | A549 ARE-Fluc cells, CellTiter-Fluor viability, 18-24 h; further: potency means the concentration at half of the fitted maximal effect; on the % scale 0 is the no-effect control and ±100 the full control effect
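A549 ARE_Fluc cells in 5% FBS OPTI-MEM were exposed to compounds in concentration-response for 18-24 h at 37 deg C. Viability was read by CellTiter-Fluor fluorescence (Ex 405/Em 525) after 30 min, before the luciferase read.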
Nrf2 activator: Nrf2 pathway activation; Potency, µM (highest dose often 46.1 µM), for inactives: top-dose activation, hits mostly activators; 0.31% of 410,000 active; AREc32 ARE-luciferase reporter (MCF7-derived line), luminescence, 24 h; further: potency means the concentration at half of the fitted maximal effect; % of control where 0% means no effect; nearly all actives have a fitted effect of over 65% in size
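Luminescent ARE reporter assay in AREc32_Fluc cells: overnight plating at 37 deg C, 24 hr compound incubation, Steady-Glo added, 30 min RT before reading.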
EPAC2 ag: EPAC2 (human) agonism | Q8WZA2 | EPAC2 activation, biochemical qHTS; response scale: 100% = 6.5 mM cAMP response | Potency, µM (series often up to 154 µM), for inactives: at the highest dose activation, hits mostly activators | 0.079% of 360,000 active | AID 720711; further: potency means the concentration at half of the fitted maximal effect; nearly all actives have a fitted effect of over 50% in size
Target sequence (Q8WZA2 whole entry, looked up): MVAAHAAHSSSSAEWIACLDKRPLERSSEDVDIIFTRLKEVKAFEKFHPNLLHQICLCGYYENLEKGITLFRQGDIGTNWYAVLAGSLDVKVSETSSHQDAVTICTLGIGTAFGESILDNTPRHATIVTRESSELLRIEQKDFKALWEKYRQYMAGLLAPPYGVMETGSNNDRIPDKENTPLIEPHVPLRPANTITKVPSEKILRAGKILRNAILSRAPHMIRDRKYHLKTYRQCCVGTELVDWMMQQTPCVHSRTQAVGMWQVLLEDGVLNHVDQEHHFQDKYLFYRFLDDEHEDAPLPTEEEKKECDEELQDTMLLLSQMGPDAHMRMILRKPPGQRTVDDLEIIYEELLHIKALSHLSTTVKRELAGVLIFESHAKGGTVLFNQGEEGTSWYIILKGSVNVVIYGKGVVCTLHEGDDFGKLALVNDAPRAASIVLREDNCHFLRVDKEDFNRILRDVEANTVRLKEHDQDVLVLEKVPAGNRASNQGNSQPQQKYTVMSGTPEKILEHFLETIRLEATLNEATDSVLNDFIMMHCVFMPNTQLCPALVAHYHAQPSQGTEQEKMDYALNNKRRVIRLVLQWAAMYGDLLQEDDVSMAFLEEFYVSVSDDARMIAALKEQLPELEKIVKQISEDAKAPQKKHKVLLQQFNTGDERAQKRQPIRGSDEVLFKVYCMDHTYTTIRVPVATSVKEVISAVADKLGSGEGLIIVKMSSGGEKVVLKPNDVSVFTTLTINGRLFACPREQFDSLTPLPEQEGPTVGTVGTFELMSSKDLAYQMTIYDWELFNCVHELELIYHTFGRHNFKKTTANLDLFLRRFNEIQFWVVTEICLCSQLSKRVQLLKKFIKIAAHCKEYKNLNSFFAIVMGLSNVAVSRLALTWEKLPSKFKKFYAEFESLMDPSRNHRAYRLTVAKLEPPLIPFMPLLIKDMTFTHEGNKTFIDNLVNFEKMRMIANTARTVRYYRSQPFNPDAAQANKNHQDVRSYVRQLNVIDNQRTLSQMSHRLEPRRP
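Setup: EPAC2 100 nM, labeled Rap1B complex 250 nM, free GDP 50 uM. Compound titrations pinned in, brief spin, 5 min room temperature incubation. Kinetic fluorescence read over 30 min, normalized to 6.5 mM cAMP.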
Nrf2 inh: inhibitors of Nrf2 signaling | A549 ARE-Fluc reporter, luciferase luminescence, 18-24 h | 2.1% of 360,000 active | AID 504444 | Potency, µM (doses to about 46 µM), for the others: at the highest dose activity change, negative = inhibition, hits mostly inhibitors; further: potency means the concentration at half of the fitted maximal effect; on the % scale 0 is the no-effect control and ±100 the full control effect; nearly all actives have a fitted effect of over 60% in size
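Reporter: ARE-Fluc in A549. Exposure: 18-24 h, 37 °C, 5% CO2, 5% FBS OPTI-MEM. Readouts: fluorescent cytotoxicity (CellTiter-Fluor), then luminescent Nrf2 signal after BugLite.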
ATXN viability: reduces viability in counter-screen for ATXN expression inhibitors. 0.49% of 400,000 active. Potency, µM (series often up to 56.7 µM), usual class: cytotoxic. S2 cells (HEK-293 line with an ATXN2-luciferase reporter) viability, CellTiter-Fluor protease fluorescence, 24 h. AID 651635; further: potency means the concentration at half of the fitted maximal effect; nearly all actives have a fitted effect of over 40% in size
IL-2 act: IL-2 activation; IL-2 activation reporter assay, cell-based qHTS; stimulated with anti-CD3/CD4/CD28 beads; in transgenic mouse T cells; activation, % (series mostly up to about 46 µM); 0.065% of 360,000 active; in the data active means activation above about 50%; inconclusive means mostly about 30% to 49%; further: 0% is about no effect
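Unstimulated transgenic mouse T cells preincubated 60 min with compound, then stimulated with anti-CD3/anti-CD4-coated beads plus anti-CD28 for 18 h at 37 degrees C. IL-2 response read as EGFP and DsRed fluorescence by plate cytometry.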
ATXN2 expr inh: ATXN2 expression inhibition; HEK-293 ATXN2-luciferase reporter, luminescence, 24 h; Potency, µM (titrated, usually from 57 µM), for inactives: top-dose activity change, negative = inhibition, hits mostly inhibitors; 0.72% of 360,000 active; AID 1745845; further: potency means the concentration at half of the fitted maximal effect; on the % scale 0 is the no-effect control and ±100 the full control effect; nearly all actives have a fitted effect of over 55% in size
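qHTS (up to 57 uM final) was run with 24 h compound exposure of reporter cells at 37 °C. Each well was multiplexed: SteadyGlo luminescence measured ATXN2-luciferase expression after a fluorogenic Gly-Phe-AFC viability readout (25 uM final).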
HepG2 viability: kills HepG2 cells in TGF-b inhibitor counter-screen; HepG2 CAGA-GFP viability, ATP luminescence, 18 h; Potency, µM (top dose mostly 46.1 µM), for the others: at the top dose activity change, negative = cytotoxicity, most hits filed as cytotoxic; 0.76% of 410,000 active; further: potency means the concentration at half of the fitted maximal effect; some results filed as inactive show a strong effect at the top dose
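CellTiter-Glo luminescence gave cytotoxicity after 18 hours at 37 degrees C. The cells were HepG2 CAGA-GFP in 1% FBS DMEM, stimulated with 500 pg/mL TGF-beta after compound addition. %Activity was normalised to no-cell wells (complete cell-killing) and DMSO (no toxicity), and curves were fitted and classified.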
The depositor's hits bear a star; i = inactive; ? = inconclusive; . = no result given; [ ] = remark or other dose. Unless noted, the call rests on the fitted dose curve; in most records, active means well fitted curve in the direction sought with a large enough effect; inconclusive means small, poorly fitted or top-dose-only effect, or another doubt; inactive means no such curve, though single readings can be large; an effect the other way counts as inactive or inconclusive.

Each structure is followed by: TGFb inhibitor | A549 tox | Nrf2 activator | EPAC2 ag | Nrf2 inh | ATXN viability | IL-2 act | ATXN2 expr inh | HepG2 viability
O=C(CN1CCN(c2ccc(F)cc2)CC1)Nc1ccccc1Br
    0% | -1% | 0.1% | 5% | ? | i | 0.3 | -12% | -7%
Cc1cccc(-n2nnc3c(=O)n(Cc4ccccn4)cnc32)c1
    1% | -26% | 1.9% | -4% | -5% | i | -1.5 | -9% | 2%
N#CC1=C(S)N(c2ccccc2)C(c2ccc(-c3ccccc3Cl)o2)NC1=O (stereo not drawn)
    -5% | -1% | 4.7% | -9% | 1% | i | -0.3 | -20% | 4%
COCc1cc(CN2CCN(Cc3ccsc3)C(CCO)C2)ccc1OC (stereo not drawn)
    -5% | 2% | 0.0% | 6% | 6% | i | -3.9 | . | 11%
CN(c1ccc([N+](=O)[O-])cc1/C=N/NC(=O)COc1ccccc1)C1CCCCC1
    11% | -17% | -0.6% | 4% | 12% | i | 1.2 | -23% | 3%
O=c1oc(-c2cccc(C(F)(F)F)c2)nn1-c1ccc(C(F)(F)F)cn1
    0% | 2% | 11% | 4% | 2% | i | 2.0 | -5% | -34%
S=C(Nc1ccccc1)Nc1cccc(Br)c1
    -6% | -5% | 0.3% | 19% | -2% | i | 0.8 | . | -5%
NNC(=O)Cc1cccc2ccc(Cl)cc12
    -7% | . | -1.3% | 17% | . | i | -2.4 | . | 0%
COc1ccc(C(=O)Nc2cccc(/C(C)=N\NC(=O)c3ccoc3C)c2)cc1OC
    -6% | -1% | 2.8% | 23% | 1% | i | -3.9 | 23% | -30%
Cc1cc(NC(=O)COC(=O)CCNS(=O)(=O)c2cccc(C(F)(F)F)c2)no1
    -4% | -2% | -0.7% | -2% | ? | i | -0.8 | -8%[11.3 µM] | 0%
CCn1nc(C(=O)OCC(=O)NCC(C)C)c2ccccc2c1=O
    0% | -6% | 0.0% | -1% | 10% | i | -0.7 | -16% | -15%
O=C(Nc1ccc2c(c1)OCCO2)C1CCCN(S(=O)(=O)Cc2ccccc2)C1 (stereo not drawn)
    -7% | -1% | -0.3% | 0% | 5% | i | -0.6 | 5% | 0%
COc1ccc(NC(=O)c2c(NC(=O)Cc3ccccc3)sc3c2CCCC3)cc1
    -15% | -6% | 0.0% | . | ? | . | . | . | -27%
OC(COCc1ccc(Cl)cc1)CN1CCc2ccccc2C1 (stereo not drawn)
    -24% | 13% | 0.1%[9.22 µM] | -2% | -8% | i | 0.0 | -16% | -35%
C(=C\c1ccccc1)/C=N/N1CCN(c2ccccn2)CC1
    2% | 0% | 3.8% | 6% | ? | i | -0.4 | 50%[activator] | -37%
O=c1oc2cc(Oc3ccc(C(F)(F)F)cc3[N+](=O)[O-])ccc2c2c1CCCC2
    -12% | -9% | 0.1% | 1% | ? | i | -0.1 | -24% | -32%
O=C(NCc1ccco1)C(C(=O)c1ccccc1)n1ccccc1=O (stereo not drawn)
    1% | -3% | -0.4% | 0% | -7% | i | 1.6 | 8% | -22%
O=C(O)CN1C(=O)C(=O)N(Cc2ccc(Cl)cc2Cl)C1=O
    13% | 1% | 3.4% | 7% | -1% | i | 0.5 | -10% | 3%
COc1cccc(NC(=O)C2CCN(C(=O)N3CC(C)Oc4ccccc43)CC2)c1 (stereo not drawn)
    ? | 10% | 3.0% | . | -10% | . | . | . | -25%
Cc1ccccc1Nc1nc(N)nc(COC(=O)c2cccn2C)n1
    -6% | 9% | 2.1% | 5% | ? | i | 3.0 | 46%[activator] | -2%
CC(=O)NC1(C(F)(F)F)N=C(c2ccccc2)NC1=O (stereo not drawn)
    8% | 1% | -0.1% | 4% | 8% | i | 0.3 | 5% | 15%
Cc1ccsc1C(=O)OCC(=O)N1CCOCC1
    15% | -2% | -0.3% | -7% | 25% | i | 1.3 | 18% | -6%
COc1ccc(CCNC(=O)Nc2nc(C(N)Cc3ccccc3)cs2)cc1OC (stereo not drawn)
    17% | . | 0.3%[9.22 µM] | -5% | . | i | -0.4 | -13% | -13%
Cc1ccc(NC(=O)CN(C)C(=O)c2ccc(NC(=O)CC3SC(N4CCCC4)=NC3=O)cc2)cc1 (stereo not drawn)
    3% | -1% | -0.9% | 8% | 1% | i | 3.9 | -6% | 6%
CNC(=S)N(CCO)Cc1cc2cc3c(cc2[nH]c1=O)OCO3
    -4% | 1% | 4.3% | 2% | 7% | i | -3.1 | 2% | -9%
CCN(CC(=O)Nc1c(F)cccc1F)C(=O)CCc1nc2sc3c(c2c(=O)[nH]1)CCCC3
    -4% | 2% | 2.2% | -7% | -17% | i | -0.3 | 9% | -10%
COc1ccc(-c2nc3c(C)cc(Br)cn3c2Cc2cccc(F)c2)cc1OC
    ? | . | 13% | 8% | . | ? | -0.8 | 4% | -23%
CCOC(=O)/C(C#N)=C/c1cn(CCC(=O)O)nc1-c1cccc(Cl)c1
    0% | 0% | 0.5% | 11% | -29% | i | 0.0 | -11% | -7%
COc1ccc(-n2nnc3c(=O)n(CC(=O)N4CCCCC4)cnc32)cc1
    1% | -3% | 0.1% | 13% | 10% | i | -1.8 | -6% | 0%
COc1ccc(NC(=S)N2CCC(NC(=O)c3ccc(F)cc3)CC2)cc1
    2% | -12% | 0.2% | 5% | ? | i | -0.2 | 7% | -1%

Remaining list, next part.
SMILES	TGFb inhibitor	A549 tox	Nrf2 activator	EPAC2 ag	Nrf2 inh	ATXN viability	IL-2 act	ATXN2 expr inh	HepG2 viability
Cc1nn(CCc2n[nH]c(=S)n2-c2ccc(F)cc2)c(C)c1[N+](=O)[O-]	0%	7%	-0.7%	3%	?	i	-0.9	-6%	-6%
CCOC(=O)[C@@H]1[C@H]2COc3ccc(Br)cc3[C@@H]2N2C(=O)N(c3cccc(F)c3)C(=O)[C@@]12C	2%	-14%	0.4%	1%	6%	i	0.4	-14%	-4%
O=c1cc(CO)occ1OCc1cccc(F)c1	0%	1%	-0.6%	1%	22%	i	0.9	2%	-1%
CCOC(=O)c1c(C)[nH]c(C(=O)OCC(=O)NC(C)C)c1C	-5%	-2%	-0.4%	-3%	.	i	0.0	36%	-20%
COC(=O)c1cc2c(s1)-c1ccc(OC)cc1CC2	-8%	-2%	?	21%	?	i	-0.1	.	-10%
CCCCNC(=O)NNC(=O)C1CC1(c1ccccc1)c1ccccc1 (stereo not drawn)	-3%	-5%	-0.6%	10%	-14%	i	-0.3	9%	-10%
CCN(CC(=O)NCc1ccc(Cl)cc1)C(=O)CNS(=O)(=O)c1ccc(NC(C)=O)cc1	9%	8%	-0.4%	-1%	20%	i	-1.9	7%	-4%
Cc1nnsc1C(=O)NCc1c(F)cccc1Cl	-1%	1%	0.6%	9%	-3%	i	0.1	5%	3%
CCOc1cc(/C=N/NC(=O)c2cc(C)n(-c3ccc(F)cc3)c2C)ccc1O	?	13%	1.0%	3%	-6%	i	2.4	.	0%
Cc1ccc(Oc2ccccc2)c(NC=O)c1	0%	4%[1.84 µM]	-0.1%	7%	21%	i	2.2	-10%	-26%
Cc1ccccc1-c1nc(CNC(=O)NC2CCCCC2)c(C)o1	27%	0%	0.3%	.	.	i	.	1%	-12%
CCS(=O)(=O)Nc1cccc(C2=NN(S(=O)(=O)CC)C(c3cccs3)C2)c1 (stereo not drawn)	2%	2%	2.5%	2%	-21%	i	-3.4	-5%	-31%
CC(C)CCN1CCN=C1Nc1ccccc1	-2%	1%	-1.8%	5%	27%	i	-0.8	11%	3%
